UDG counter: Primary qHTS assay for inhibitors of Activation Induced Cytidine Deaminase (AID): UDG Counterscreen signal; Uracil-DNA glycosylase; 91,000 tested, 0.14% active; FRET deamination/UDG coupled assay, UDG read, 4 h; AID 1347430, 2020; Potency, µM (doses to about 115 µM), for the others: top-dose activity change, negative = inhibition, usual class: inhibitors; also: nearly all actives have a fitted effect of over 65% in size
AID inhibitor: Primary qHTS assay for inhibitors of Activation Induced Cytidine Deaminase (AID): AID signal | Potency, µM (highest dose often 115 µM), for the others: at the highest dose activity change, negative = inhibition, hits mostly inhibitors | 91,000 tested, 0.32% active | AID 1347428, 2020 | AID deamination FRET fluorescence, UDG-coupled, 4 h; also: nearly all actives have a fitted effect of over 25% in size
Target sequence (Q9GZX7 whole entry, looked up): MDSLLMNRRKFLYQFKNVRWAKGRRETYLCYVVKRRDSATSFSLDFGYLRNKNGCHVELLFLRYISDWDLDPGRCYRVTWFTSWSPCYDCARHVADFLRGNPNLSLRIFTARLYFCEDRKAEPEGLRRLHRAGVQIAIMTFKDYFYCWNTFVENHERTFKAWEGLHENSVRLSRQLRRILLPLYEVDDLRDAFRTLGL
Starred values were filed as active, the others as inactive; & = joins results of further samples; [ ] = remark or other dose. Calls follow the shape of the dose curve; as a rule, active = well fitted curve in the direction sought with a large enough effect; inconclusive = small, poorly fitted or top-dose-only effect, or another doubt; inactive = no such curve, though single readings can be large; an effect the other way counts as inactive or inconclusive. % is scaled to controls: 0 for no effect and ±100 for the full control effect; potency is read from the fitted curve at half-maximal effect. Not all compounds are listed. The share of hits here may be higher or lower than overall.

How did Cc1nc(C(C)C)sc1C(=O)NCc1ccccc1 do in these assays?
UDG counter: 8.3%; AID inhibitor: -1.5%

Results for COc1cccc(-c2cc(C(=O)Nc3ccc4c(c3)OCO4)no2)c1 ?
UDG counter: 13.3%; AID inhibitor: 93.6%[activator]

Results for CC(=O)c1cccc(NC(=O)C23CC4CC(CC(Cl)(C4)C2)C3)c1 ?
UDG counter: 6.0%; AID inhibitor: -4.7%

What do the screens show for `Cc1ccc(C)c(CN2C(=O)C3(c4ccccc42)N(c2cccc(C(F)(F)F)c2)C(=O)CS3(=O)=O)c1` (configuration not stated)?
UDG counter: -24.2%; AID inhibitor: 7.7%

Results for CN1CCN(CCCNC(=O)Cn2c(-c3cccs3)cc3ccccc32)CC1 ?
UDG counter: 0.5%; AID inhibitor: 18.2%

How did ON=C1CCCCCCCCCCC1 do in these assays?
UDG counter: 4.2%; AID inhibitor: 2.4%

How did COc1ccc2c(c1)sc1ncc(C(=O)NCc3ccccc3F)c(=O)n12 do in these assays?
UDG counter: -15.6%; AID inhibitor: -10.1%

What do the screens show for `CC(C)c1ccc2cc(C(=O)NCC3CCS(=O)(=O)C3)[nH]c2c1` (configuration not stated)?
UDG counter: 4.9%; AID inhibitor: -2.2%

How did Cc1ccc(CSc2nc3cc(C(=O)NC4CCCC4)ccc3c(=O)n2Cc2ccccc2)cc1 do in these assays?
UDG counter: 5.4%; AID inhibitor: -3.0%

How did CCCc1cc(=O)[nH]c(SCC(=O)N2CCN(S(=O)(=O)c3cc(C)ccc3C)CC2)n1 do in these assays?
UDG counter: -1.9%; AID inhibitor: -6.5%

What do the screens show for `Cc1ccc(C)c(N2CCN(C(c3ccc(F)cc3)c3nnc(-c4ccccc4)o3)CC2)c1` (configuration not stated)?
UDG counter: -11.9%; AID inhibitor: -18.6%

Results for Cc1cccc(NC(=O)CSc2ncc3c(n2)-c2cc(Cl)ccc2N(C)S3(=O)=O)c1C ?
UDG counter: -0.2%; AID inhibitor: 5.9%

How did N#Cc1ccc(OC(=O)c2occc2COc2ccccc2)cc1 do in these assays?
UDG counter: 0.9%; AID inhibitor: -12.5%

How did COC(=O)c1ccc(CN(C)C(=O)C(C)(C)C)cc1 do in these assays?
UDG counter: -2.7%; AID inhibitor: -2.3%

Results for CCc1ccccc1NC(=O)c1ccc2c(c1)NC(=O)CS2 ?
UDG counter: 4.2%; AID inhibitor: 0.6%

How did CCc1c(C)sc(NC(=O)Cc2ccccc2)c1C#N do in these assays?
UDG counter: -0.7%; AID inhibitor: 13.0%

How did CC(Oc1ccccc1)C(=O)Nc1ccccc1C(=O)OCc1cc(=O)n2nc(C3CC3)sc2n1 (configuration not stated) do in these assays?
UDG counter: -2.5%; AID inhibitor: 10.5%

How did O=C(CC1CCCC1)NCc1ccccn1 do in these assays?
UDG counter: 8.8%; AID inhibitor: -1.3%

Results for Cc1ccc(C(=O)Nc2ccc(S(=O)(=O)N(Cc3ccccc3)c3ccccc3)cc2)cc1 ?
UDG counter: inconclusive; AID inhibitor: -4.7%[57.5 µM]

What do the screens show for `O=C(Cn1ncc2ccccc2c1=O)Nc1ccc(F)cc1F`?
UDG counter: -3.5%; AID inhibitor: -1.5%

Results for O=S(=O)(NCCS(=O)(=O)N1CCN(c2ccccc2)CC1)c1ccccc1 ?
UDG counter: 7.5%; AID inhibitor: 15.9%

Results for COc1ccc(CNC(=O)c2ccc3nc(CCc4ccccc4)oc3c2)cc1 ?
UDG counter: 12.0%; AID inhibitor: 12.4%

Results for NC12CC3CC(CC(C3)C1)C2 ?
UDG counter: -12.6%&3.2%; AID inhibitor: -18.0%&-5.7%

Results for CCc1nn(CCCC(=O)N2CCN(c3cccc(OC)c3)CC2)c(=O)c2cc3occc3n12 ?
UDG counter: -14.3%; AID inhibitor: -7.8%

What do the screens show for `CN(C)S(=O)(=O)N1CCC(N2CCN(Cc3ccc(F)cc3)C(=O)C2=O)CC1`?
UDG counter: 18.8%; AID inhibitor: 16.4%

What do the screens show for `CCOC(=O)c1sc(NC(=O)C2CCCO2)c(C(=O)OCC)c1C` (configuration not stated)?
UDG counter: 8.2%; AID inhibitor: 1.9%

Results for CN1CCN(CCNC(=O)c2ccc3nc(-c4ccc(F)cc4)c(-c4ccc(F)cc4)nc3c2)CC1 ?
UDG counter: -0.5%; AID inhibitor: -3.7%

What do the screens show for `COC(=O)CC(=O)CSc1nc2cc(C(=O)NC(C)C)ccc2c(=O)n1CCc1ccccc1`?
UDG counter: 5.2%; AID inhibitor: -2.8%

How did O=C(CCc1nc(-c2cccnc2)no1)NCc1cccnc1-n1cncn1 do in these assays?
UDG counter: -2.3%; AID inhibitor: -4.1%

How did Cc1ccc(Cn2c(CNS(=O)(=O)c3cccc([N+](=O)[O-])c3)nc3cccnc32)cc1 do in these assays?
UDG counter: -6.3%; AID inhibitor: 115.4%[activator]

Results for O=C(COC(=O)COc1ccc(C2SCCCS2)cc1)Nc1ccc(F)c(F)c1 ?
UDG counter: 6.4%; AID inhibitor: -1.1%

Results for CC1(C)C(C=C(Cl)Cl)C1C(=O)Nc1ccccc1C(=O)O (configuration not stated) ?
UDG counter: 3.2%; AID inhibitor: -14.6%

What do the screens show for `CCNC(=O)c1cc(OC)cc(OC)c1`?
UDG counter: 13.1%; AID inhibitor: 7.8%

What do the screens show for `CNS(=O)(=O)c1cn(CC(=O)N2CCN(c3ccccc3OC)CC2)cc1S(=O)(=O)NC`?
UDG counter: -23.3%; AID inhibitor: 1.1%

What do the screens show for `Cn1nc(C(=O)Nc2ccc(Br)cc2F)c2c1-c1ccsc1CC2`?
UDG counter: 7.0%; AID inhibitor: -0.3%

Results for COc1ccccc1N1CCN(C(=O)C2CCN(S(=O)(=O)c3c(C)noc3/C=C/c3ccc(C)cc3)CC2)CC1 ?
UDG counter: -9.3%; AID inhibitor: -14.1%

How did Cc1ccc(-n2cc(-c3ccccc3)c3c(N4CCC(C)CC4)ncnc32)cc1Cl do in these assays?
UDG counter: 10.9%[57.5 µM]; AID inhibitor: -16.9%

Results for O=C(O)Cn1cc(C(C(=O)O)N2CCN(C(c3ccccc3)c3ccccc3)CC2)c2ccccc21 (configuration not stated) ?
UDG counter: -1.2%; AID inhibitor: -7.1%

Results for CC1CCCN(CCCNC(=O)c2cn(C)c3ccc(S(=O)(=O)N(C)C4CCCCC4)cc3c2=O)C1 (configuration not stated) ?
UDG counter: -2.9%[57.5 µM]; AID inhibitor: 7.4%[57.5 µM]

What do the screens show for `CCc1ccccc1NC(=O)C1CCN(c2nn3c(=O)cc(C)nc3s2)CC1`?
UDG counter: -19.3%; AID inhibitor: 22.9%

How did Cc1[nH]c2ccccc2c1CCNC(=S)NC(C)(C)C do in these assays?
UDG counter: -14.6%; AID inhibitor: inconclusive

How did COc1ccccc1OCCn1c(NC(=O)c2ccccc2)nc2ccccc21 do in these assays?
UDG counter: -18.2%; AID inhibitor: -25.8%

Results for Fc1ccc(-c2noc3ncnc(NCC4CCN(Cc5ccc(Cl)cc5)CC4)c23)cc1 ?
UDG counter: inconclusive; AID inhibitor: inconclusive

How did Cc1c(-c2ccccc2)c(=O)oc2ccc(OS(C)(=O)=O)cc12 do in these assays?
UDG counter: -0.2%; AID inhibitor: -5.3%

What do the screens show for `COc1ccc(CNC(=O)CCc2c(C)nc3c(c2C)c(=O)n(C)c(=O)n3C)cc1`?
UDG counter: -3.5%; AID inhibitor: 5.6%

Results for CC1(C)CC(=O)C2=C(C1)NC(=O)CC2c1ccc(C(C)(C)C)cc1 (configuration not stated) ?
UDG counter: 0.9%; AID inhibitor: -5.8%

Results for CC(=O)N1CCc2c(sc3c2c(=O)n(-c2ccc(C)cc2)c(=O)n3Cc2c(F)cccc2Cl)C1 ?
UDG counter: inconclusive; AID inhibitor: 24.0%

What do the screens show for `Nc1ccc(C(=O)Oc2ccccc2)cc1`?
UDG counter: -1.4%; AID inhibitor: 1.7%

What do the screens show for `Cc1ccc2cc3c(N)nn(C(=O)c4cccc(F)c4)c3nc2c1`?
UDG counter: 3.7%; AID inhibitor: -22.4%

What do the screens show for `Cc1ccc(/C=C/c2onc(C)c2S(=O)(=O)N2CCC(C(=O)N(CCC(C)C)Cc3ccco3)CC2)cc1`?
UDG counter: -6.9%; AID inhibitor: -18.8%

What do the screens show for `NC(=O)c1ccsc1NS(=O)(=O)c1ccc([N+](=O)[O-])cc1`?
UDG counter: -6.7%; AID inhibitor: 7.9%

How did CCS(=O)(=O)N(Cc1c(F)cccc1Cl)c1c(C)n(C)n(-c2ccccc2)c1=O do in these assays?
UDG counter: -1.4%; AID inhibitor: 4.3%

Results for O=C(Cn1ncc2c3ccccc3n(Cc3ccc(Cl)cc3)c2c1=O)N1CCCCCC1 ?
UDG counter: -1.9%; AID inhibitor: -16.6%

How did CCOC(=O)c1cccc(NC(=O)c2cc3cc4cc(OC)ccc4nc3s2)c1 do in these assays?
UDG counter: -3.9%; AID inhibitor: -12.0%

What do the screens show for `COc1ccc(CCNC(=O)CCc2c(C)nc3c(-c4ccc(F)cc4)c(C)nn3c2C)cc1OC`?
UDG counter: -1.3%; AID inhibitor: 1.2%

What do the screens show for `COCCCNC(=O)c1c(NC(=O)Cc2coc3c(C)c(C)ccc23)sc2c1CCCC2`?
UDG counter: -21.3%; AID inhibitor: 14.6%

What do the screens show for `CCCN(CC(=O)NC(=O)Nc1ccc(C)c(C)c1)Cc1nnc(-c2cccs2)o1`?
UDG counter: 2.2%; AID inhibitor: 0.4%

Results for CCn1cnc2c1c(=O)n(CC(=O)NCC1(c3ccccc3)CC1)c(=O)n2Cc1ccccc1 ?
UDG counter: -0.4%; AID inhibitor: -6.0%

Results for CC(=O)c1c[nH]c2ccc(Br)cc12 ?
UDG counter: -3.8%; AID inhibitor: -5.4%

What do the screens show for `O=C(O)/C=C/C(=O)c1ccc(F)cc1`?
UDG counter: 5.0%; AID inhibitor: -4.5%

Overlap with the part before: 6 entries, followed by the next part.
What do the screens show for `COc1ccc(CCNC(=O)CCc2c(C)nc3c(-c4ccc(F)cc4)c(C)nn3c2C)cc1OC`?
UDG counter: -1.3%; AID inhibitor: 1.2%

What do the screens show for `COCCCNC(=O)c1c(NC(=O)Cc2coc3c(C)c(C)ccc23)sc2c1CCCC2`?
UDG counter: -21.3%; AID inhibitor: 14.6%

What do the screens show for `CCCN(CC(=O)NC(=O)Nc1ccc(C)c(C)c1)Cc1nnc(-c2cccs2)o1`?
UDG counter: 2.2%; AID inhibitor: 0.4%

Results for CCn1cnc2c1c(=O)n(CC(=O)NCC1(c3ccccc3)CC1)c(=O)n2Cc1ccccc1 ?
UDG counter: -0.4%; AID inhibitor: -6.0%

Results for CC(=O)c1c[nH]c2ccc(Br)cc12 ?
UDG counter: -3.8%; AID inhibitor: -5.4%

What do the screens show for `O=C(O)/C=C/C(=O)c1ccc(F)cc1`?
UDG counter: 5.0%; AID inhibitor: -4.5%

What do the screens show for `COc1cccc(CNC(=O)CCCn2nc(C)n3c(cc4sccc43)c2=O)c1`?
UDG counter: -4.2%; AID inhibitor: -2.4%

How did COc1ccc(CNC(=O)CCc2c(C)c3cc4c(C)coc4c(C)c3oc2=O)cc1OC do in these assays?
UDG counter: 3.0%; AID inhibitor: 4.1%

Results for CC(C)(C)NC(=O)NC(=O)CSc1nc(-c2ccco2)nc2ccccc12 ?
UDG counter: -4.0%; AID inhibitor: -6.3%

How did Cc1ccc(NC(=O)C2=C(c3ccccc3)NC(=S)NC2c2ccc(F)cc2)cc1 (configuration not stated) do in these assays?
UDG counter: -2.0%; AID inhibitor: -4.2%

How did N#Cc1ccc(/C=N/Nc2nc(Nc3ccccc3)nc(N3CCCCC3)n2)cc1 do in these assays?
UDG counter: -3.0%; AID inhibitor: -18.1%

How did Cc1cc(-c2ccc(S(=O)(=O)N3CCN(c4ccccc4)CC3)s2)n[nH]1 do in these assays?
UDG counter: -6.3%; AID inhibitor: -3.3%

What do the screens show for `CCOc1ccc(NC(=O)CSc2nc3ccccc3nc2N2CCOCC2)cc1`?
UDG counter: 1.3%; AID inhibitor: 9.7%

How did CCc1ccc(-c2ccccc2)nc1-c1ccccc1 do in these assays?
UDG counter: -5.0%; AID inhibitor: -7.8%

What do the screens show for `Cc1ccc(OCCN(C)Cc2cc(=O)oc3c(C)c(O)ccc23)cc1`?
UDG counter: -1.3%; AID inhibitor: -6.7%

What do the screens show for `CC(C)Cn1cc(NC(=O)N2CCN(c3cccc(Cl)c3)CC2)c2ccccc2c1=O`?
UDG counter: -7.9%; AID inhibitor: 40.9%[activator]

What do the screens show for `Cc1cc(C)cc(Oc2nc3ccccn3c(=O)c2/C=C(\C#N)c2nc3ccccc3s2)c1`?
UDG counter: -0.5%[57.5 µM]; AID inhibitor: 61.6%[57.5 µM]

How did COc1cc(-c2noc(-c3cc4cc(F)ccc4oc3=O)n2)cc(OC)c1OC do in these assays?
UDG counter: 3.7%; AID inhibitor: -2.6%

How did FC(F)(F)c1cc(Cl)c2nc(C34CC5CC(CC(C5)C3)C4)cn2c1 do in these assays?
UDG counter: -2.5%; AID inhibitor: -13.0%

How did O=C(CSc1n[nH]c(-c2cc(Br)ccc2O)n1)N1CCCCC1 do in these assays?
UDG counter: -0.9%; AID inhibitor: 2.7%

Entries above containing a COOH group, in the order listed:
Results for CC1(C)C(C=C(Cl)Cl)C1C(=O)Nc1ccccc1C(=O)O (configuration not stated) ?
UDG counter: 3.2%; AID inhibitor: -14.6%

Results for O=C(O)Cn1cc(C(C(=O)O)N2CCN(C(c3ccccc3)c3ccccc3)CC2)c2ccccc21 (configuration not stated) ?
UDG counter: -1.2%; AID inhibitor: -7.1%

What do the screens show for `O=C(O)/C=C/C(=O)c1ccc(F)cc1`?
UDG counter: 5.0%; AID inhibitor: -4.5%

Bioassay records as filed in PubChem.
